M4 antag = blocks acetylcholine activation of human M4 receptor | hit rate 0.73% among 360,000 | P08173 | CHO-hM4 cells, ACh EC80, Fluo-8 calcium fluorescence | AID 624125 | inhibition, % at 3 µM;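 active = inhibition above its plate's cutoff, the mean inhibition of sample wells plus 3 SD, cut at about 27% in these data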;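 note: 0% = acetylcholine EC80 with DMSO and 100% = DMSO without agonist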
Target sequence (P08173 whole entry, looked up): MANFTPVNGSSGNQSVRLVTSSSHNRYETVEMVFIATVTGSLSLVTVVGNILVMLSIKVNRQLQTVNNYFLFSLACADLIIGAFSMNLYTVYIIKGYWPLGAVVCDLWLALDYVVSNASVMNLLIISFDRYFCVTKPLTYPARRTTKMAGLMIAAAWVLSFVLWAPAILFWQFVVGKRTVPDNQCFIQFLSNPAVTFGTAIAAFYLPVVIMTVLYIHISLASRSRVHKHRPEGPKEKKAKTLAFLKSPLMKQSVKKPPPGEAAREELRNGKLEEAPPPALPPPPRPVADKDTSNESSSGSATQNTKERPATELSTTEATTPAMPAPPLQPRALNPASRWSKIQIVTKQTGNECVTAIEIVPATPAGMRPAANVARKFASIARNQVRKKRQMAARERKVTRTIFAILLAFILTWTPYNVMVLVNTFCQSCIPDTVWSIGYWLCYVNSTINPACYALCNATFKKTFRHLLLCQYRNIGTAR
M4 PAM = potentiates acetylcholine response at human M4 receptor. P08173. CHO-K1 hM4/Gqi5, Fluo-8 calcium fluorescence, ACh EC20; 0% = ACh EC20, 100% = maximal ACh. activation, % at 3 µM. hit rate 0.4% among 360,000;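 active = activation above its plate's cutoff, the mean activation of sample wells plus 3 SD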; note: some results filed as inactive read as strong as hits
M5 antag = antagonists of human muscarinic M5 receptor (CHRM5); hit rate 0.59% among 360,000; P08912; CHO-hM5 cells, Fluo-8 calcium fluorescence, ACh EC80; inhibition, % at 3 µM; AID 624040;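 active = inhibition above a per-plate cutoff, the mean of that plate's test compounds plus 3 SD, cut at about 27% in these data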;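 note: 0% = acetylcholine EC80 with DMSO and 100% = DMSO without agonist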
Target sequence (P08912 whole entry, looked up): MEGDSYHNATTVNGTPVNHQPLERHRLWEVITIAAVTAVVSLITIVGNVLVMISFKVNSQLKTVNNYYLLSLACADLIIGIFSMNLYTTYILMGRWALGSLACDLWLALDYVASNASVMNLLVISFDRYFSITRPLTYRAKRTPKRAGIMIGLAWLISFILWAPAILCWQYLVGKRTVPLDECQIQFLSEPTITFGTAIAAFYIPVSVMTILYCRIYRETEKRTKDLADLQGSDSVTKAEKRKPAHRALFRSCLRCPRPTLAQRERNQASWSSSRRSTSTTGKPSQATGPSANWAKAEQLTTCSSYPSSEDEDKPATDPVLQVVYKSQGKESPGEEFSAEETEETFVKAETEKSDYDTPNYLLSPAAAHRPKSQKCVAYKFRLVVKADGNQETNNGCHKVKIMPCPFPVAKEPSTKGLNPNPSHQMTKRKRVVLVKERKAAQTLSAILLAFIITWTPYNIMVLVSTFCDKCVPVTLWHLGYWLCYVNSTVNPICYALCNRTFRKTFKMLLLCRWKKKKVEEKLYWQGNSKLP
M5 PAM = positive allosteric modulators of human muscarinic M5 receptor; CHO-K1 hM5, Fluo-8 calcium, ACh EC20 PAM; 0% = ACh EC20, 100% = ACh EC100; activation, % at 3 µM; hit rate 0.3% among 360,000;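 active = activation above the run cutoff, the mean activation of all test compounds plus 3 SD, cut at about 18% in these data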
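system = human M5 receptor in CHO-K1 cells | reagent = EC20 acetylcholine as agonist stimulus | compound dosing = single-point, 3 µM nominal | incubation = Fluo-8 loading 80 min at 37 °C plus 30 min room temperature | detection = Fluo-8 calcium dye fluorescence, kinetic read | benchmarks = low control EC20 acetylcholine (0%), high control EC100 acetylcholine (100%)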
M4 ag = CHRM4 agonism in calcium assay | P08173 | CHO-K1 hM4/Gqi5, Fluo-8 calcium fluorescence; vehicle 0%, full acetylcholine response 100% | activation, % at 3 µM | hit rate 0.14% among 360,000 | AID 624127;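 active = activation above the run mean over all test wells plus 3 SD, cut at about 32% in these data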;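 note: peak over basal fluorescence ratio per well then scaled between controls; 0% = DMSO wells and 100% = acetylcholine at EC100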
M1 ag parental = nonselective activator or artifact in parental CHO-K1 cells | activation, % at 3 µM | hit rate 0.48% among 360,000 | Fluo-8 calcium fluorescence; scaled to maximal ATP response, vehicle zero; in the data active = activation above about 15%;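 note: untransfected CHO-K1 host cells lacking M1 receptor as counterscreen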
CHO-K1 Ca antag = M1 antagonist counterscreen hit in parental CHO-K1 cells. ATP-induced calcium, Fluo-8 fluorescence. inhibition, % at 3 µM. hit rate 0.6% among 360,000;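 active = inhibition above a per-plate cutoff, the plate's mean sample inhibition plus 3 SD, cut at about 24% in these data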;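 note: 0% = DMSO plus EC80 ATP and 100% = DMSO alone without ATP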
CHRM5 agonist = CHRM5 agonism in calcium assay; activation, % at 3 µM; CHO-K1 hM5 cells, Fluo-8 calcium fluorescence; 0% DMSO wells, 100% maximal acetylcholine response; AID 624037; hit rate 0.19% among 360,000;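 active = activation above the run's mean over test compounds plus 3 SD, cut at about 23% in these data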;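 note: signal is peak over basal fluorescence ratio across the kinetic read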
M1 PAM parental = counter-screen for M1 PAMs: effect in parental CHO-K1 cells; ATP EC20, Fluo-8 calcium fluorescence; 0% at ATP EC20, 100% at ATP max; activation, % at 3 µM; hit rate 0.02% among 360,000;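 active = activation above the run cutoff, the mean activation of all test compounds plus 3 SD, cut at about 40% in these data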;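 note: peak over basal fluorescence ratio in a 140 s read after ATP addition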
Numbers without * were called inactive; & = joins results of further samples.

Sequence of screens: M4 antag	M4 PAM	M5 antag	M5 PAM	M4 ag	M1 ag parental	CHO-K1 Ca antag	CHRM5 agonist	M1 PAM parental
1) CN(C)c1ccc(NC(=O)CCN2CCN(c3ccccn3)CC2)cc1
→ -3	2	6	-5	0	0.1	8	-3	3
2) Cc1ccc(NS(=O)(=O)c2ccc(CCC(=O)NCc3ccccn3)cc2)cc1
→ 5	-4	-6	3	2	0.6	0	4	11
3) COc1ccccc1CCc1nnc(CCC(=O)NCC(C)Oc2cccnc2)o1 (stereo unspecified)
→ 9	6	-4	5	1	0.6	-2	1	20
4) CN(C)c1ccc(C(=O)NCC(c2cccs2)N2CCOCC2)cc1[N+](=O)[O-] (stereo unspecified)
→ -6	0	-3	11	1	0.4	-3	-3	6
5) CN(C)CC(O)COC(c1ccccc1)c1ccccc1 (stereo unspecified)
→ -7	-2	5	-8	2	1.0	-4	-10	12
6) Cc1ccc(C(C(=O)NC(C)(C)C)N(Cc2cccnc2)C(=O)C(=O)NC2CCCCC2)o1 (stereo unspecified)
→ -4	-4	10	1	0	0.6	-10	0	-8
7) Cc1nc2nc(SCc3nc4ccccc4[nH]3)[nH]c2cc1Br
→ 2	-6	-5	2	5	3.0	-6	4	0
8) CC1=C(C)C(O)N(Cc2ccccc2)C1=O (stereo unspecified)
→ -3	0	3	-4	1	0.1	-7	0	6
9) O=C(CSC1=NCCS1)NC1CCCC1
→ -9	1	-17	13	0	-0.1	-6	-2	15
10) O=C(N/N=C/c1ccc([N+](=O)[O-])s1)c1ccncc1
→ 1	-1	-10	11	2	-0.5	-2	1	16
11) COC(=O)c1ccccc1S(=O)(=O)N1CCC(C(=O)NC2CCCCC2)CC1
→ -6	8	12	-6	1	0.5	-10	2	14
12) O=C(Nc1ccc(O)cc1)c1c(O)c2c([nH]c1=O)CCCC2
→ -10	0	1	0	5	0.9	2	1	4
13) CCC(=O)N(CCc1ccccc1)Cc1cc2ccc(OC)cc2[nH]c1=O
→ -6	-6	14	-5	11	6.7	-10	4	1
14) O=C(NC1CCCC1)C(c1ccccc1)N(C(=O)c1ccno1)c1cccnc1 (stereo unspecified)
→ -15	2	-2	-2	0	0.3	-4	-5	16
15) Cc1nnc(SCc2nc3ccccc3s2)n1-c1ccccc1
→ -9	1	-12	5	3	-0.1	-2	-2	2

A second format for some results above.
item | SMILES | M4 antag | M4 PAM | M5 antag | M5 PAM | M4 ag | M1 ag parental | CHO-K1 Ca antag | CHRM5 agonist | M1 PAM parental
4 | CN(C)c1ccc(C(=O)NCC(c2cccs2)N2CCOCC2)cc1[N+](=O)[O-] (stereo unspecified) | -6 | 0 | -3 | 11 | 1 | 0.4 | -3 | -3 | 6
5 | CN(C)CC(O)COC(c1ccccc1)c1ccccc1 (stereo unspecified) | -7 | -2 | 5 | -8 | 2 | 1.0 | -4 | -10 | 12

Continued:
Sequence of screens: M4 antag	M4 PAM	M5 antag	M5 PAM	M4 ag	M1 ag parental	CHO-K1 Ca antag	CHRM5 agonist	M1 PAM parental
16) COc1cccc(NC(=O)[C@@H]2CCCN2S(=O)(=O)c2cccc3cccnc23)c1
→ -3	6	16	-2	1	-0.2	4	3	0
17) Cc1cccc(/C=C2\Sc3ccc(C(=O)N4CCC(C)CC4)cc3N(C)C2=O)c1
→ -13	-7	11	-6	3	3.6	-13	-1	9
18) COc1cc2ccccc2cc1C(=O)Nc1ccccc1N1CCCC1
→ 2	-7	1	0	-1	5.6	0	-3	15
19) COCC1CCN(Cc2cn(C)nc2-c2cccc(Cl)c2)C1 (stereo unspecified)
→ 9	4	17	-10	2	0.1	8	-6	-8
20) CC1(C(=O)NS(=O)(=O)c2ccc(Br)cc2)CCN1C(=O)CC1CCCCC1 (stereo unspecified)
→ -8	0	3	-2	1	-0.5	6	0	-5
21) Cc1ccc(Nc2c3c(nc4ncnn24)CCC3)cc1
→ -4	5	9	-2	0	-0.9	-24	-2	0
22) CC(C)CC(=O)N[C@H](C(=O)N[C@H](C(=O)N[C@@H](CC(C)C)[C@@H](O)CC(=O)N[C@@H](C)C(=O)N[C@@H](CC(C)C)[C@@H](O)CC(=O)O)C(C)C)C(C)C
→ 12&-5	-15&8	23&-7	-18&4	1&0	0.2&0.4	2&-24	-1&1	12&25
23) O=S(CCc1ccncc1)Cc1ccccc1 (stereo unspecified)
→ -7	7	-8	6	0	-0.1	-5	-4	7
24) CC(=O)C1=NN(c2ccccc2)C2(S1)S/C(=C\c1ccccc1)C(=O)N2c1ccccc1 (stereo unspecified)
→ 2	3	5	-2	2	0.1	-1	-2	17
25) CNC(=O)c1ccc(Nc2nnc(C)c3ccccc23)cc1
→ 9	-10	4	1	0	0.1	9	-1	5
26) O=c1onc(-c2c(F)cccc2F)n1-c1ccccc1Cl
→ -7	2	6	-12	3	3.1	-6	-7	4
27) CCOC(=O)N1CCN(C(=O)c2c(O)c3cccc4c3n(c2=O)CC4)CC1
→ 3	-2	-4	4	0	-0.3	11	1	-2
28) COc1cccc(-c2nc(CS(=O)CC(=O)NCc3ccc4c(c3)OCO4)c(C)o2)c1 (stereo unspecified)
→ 0	-8	5	-4	1	-0.7	11	1	-12
29) COc1ccc(CNC(=O)OCc2nccnc2C(=O)Nc2ccc(Br)cn2)cc1
→ -6	2	-17	6	1	0.1	-8	-1	-8
30) C[C@@H]1CN([C@H](C)CO)C(=O)c2cc(NC(=O)Nc3ccc(F)cc3)ccc2O[C@@H](C)CCCCO[C@H]1CN(C)Cc1ccc(C(=O)O)cc1
→ -9	6	6	-1	1	0.3	-6	0	2
31) CC(C)(C)c1ccc(C(=O)N2CCCN(C(=O)c3ccc(C(C)(C)C)cc3)CC2)cc1
→ 0	-6	0	0	1	0.9	-5	0	20
32) Cc1ccc(CSc2nnc(-c3ccco3)n2N)cc1
→ 4	8	2	0	0	0.4	-9	-3	36
33) CCn1c2ccccc2c2cc(NC(=O)COC(=O)c3cccc(S(=O)(=O)NC)c3)ccc21
→ -15	8	14	-3	5	1.2	-7	-4	22
34) C[C@@H](OC(=O)c1[nH]cnc1C(=O)N1CCc2ccccc2C1)c1ccccc1
→ 7	1	13	0	4	3.9	-7	10	4
35) COc1ccc(-n2nc(C(=O)NCC(=O)Nc3cccc(Cl)c3)c3ccccc3c2=O)cc1OC
→ 0	-6	19	-11	7	2.0	1	0	6
36) Cc1ccnc(NC(=O)CCCOc2cc(=O)n(C)c3ccccc23)c1
→ 2&3	2&1	8&-2	-1&14	0&-1	0.2&-0.1	9&4	1&-1	4&0
37) COc1cc(OC)cc(C(=O)NC2CCCCCCC2)c1
→ -5	-5	3	-5	12	3.4	-8	-1	21
38) COc1ccccc1C(=O)N1CCN(C(=O)c2oc3c(C)c(C)ccc3c2C)CC1
→ -4	4	5	-12	14	4.5	20	2	1
39) CCCN(CC(=O)Nc1ccccc1OC)C(=O)c1ccc(S(=O)(=O)NCc2ccco2)cc1
→ -1	5	-1	9	5	0.9	1	3	5
40) CCOc1ccccc1C1CC(c2cccc(NS(C)(=O)=O)c2)=NN1C(=O)c1ccccc1 (stereo unspecified)
→ 12	-14	4	-4	0	0.8	-7	-1	13
41) CC(C)Cc1ccc(S(=O)(=O)Nc2cccnc2)cc1
→ 3	-13	1	-6	8	5.9	3	-6	-7
42) COc1cc(Cl)c(C)cc1NC(=O)COC(=O)c1cc[n+]([O-])cc1
→ 0	2	10	2	4	1.0	-9	0	12
43) COc1ccc(C(=O)Nc2nnc(C3=COCCO3)o2)cc1OC
→ -10	-3	6	-7	1	0.5	-12	-2	12
44) CCn1c(Oc2ccc(F)cc2)nc2c1c(=O)n(C)c(=O)n2C
→ -2	1	5	11	0	0.7	-12	-1	14
45) O=C(CCC(=O)N1CCCc2ccccc21)N1CCN(S(=O)(=O)c2ccccc2)CC1
→ 1	-3	-1	-5	3	1.1	-4	-1	8
46) O=C(NCc1cccc(F)c1)c1ccc(N2C(=O)Cn3c(cc4sccc43)C2=O)cc1
→ 4	1	10	0	2	1.1	-9	1	10
47) COc1ccccc1OCC(=O)NCc1n[nH]c(=O)c2ccccc12
→ -2	-1	-1	3	2	1.0	-5	-2	9
48) CN1CCC(=NNC(=O)C(=O)NC2CCCC2)CC1
→ -2	-1	-1	3	0	2.3	1	-2	5
49) CC(C)C(=O)Nc1nnc(Sc2ccc(N(C)C)cc2)s1
→ 4	6	-1	-1	1	0.3	-15	2	18
50) c1ccc(-c2ccc(CN3C[C@@H]4C(c5ccccc5)C5(c6cccnc6)CC4(C5)[C@H]3c3ccccc3)cc2)cc1 (stereo partly specified)
→ 12	-3	9	-13	4	1.6	-15	-4	17
51) COc1cc(C(=O)N2CCC(c3nc(-c4cccnc4)no3)CC2)cc(OC)c1OC
→ -4	-1	-6	-2	1	0.3	-4	2	-2
52) CC(Oc1ccccc1Cl)C(=O)Nc1ccc(S(=O)(=O)N2CCN(C)CC2)cc1 (stereo unspecified)
→ 8	-3	2	2	2	0.5	-2	0	-18
53) CCC(=O)NC(c1ccccc1)c1c(O)ccc2ccccc12 (stereo unspecified)
→ -9	1	6	-2	0	2.3	-6	-5	-3
54) CC(=O)N1CCc2cc(S(=O)(=O)NCC(=O)NCc3ccc(Cl)cc3)ccc21
→ 1	-5	3	-2	2	1.4	-6	-3	-12
55) Cc1ccc(CN2CCC(CO)(CC3CCCCO3)CC2)o1 (stereo unspecified)
→ 10	-5	4	-4	0	0.0	-7	-1	-2

In the list so far, these have an aryl methoxy group:
Sequence of screens: M4 antag	M4 PAM	M5 antag	M5 PAM	M4 ag	M1 ag parental	CHO-K1 Ca antag	CHRM5 agonist	M1 PAM parental
3) COc1ccccc1CCc1nnc(CCC(=O)NCC(C)Oc2cccnc2)o1 (stereo unspecified)
→ 9	6	-4	5	1	0.6	-2	1	20
13) CCC(=O)N(CCc1ccccc1)Cc1cc2ccc(OC)cc2[nH]c1=O
→ -6	-6	14	-5	11	6.7	-10	4	1
16) COc1cccc(NC(=O)[C@@H]2CCCN2S(=O)(=O)c2cccc3cccnc23)c1
→ -3	6	16	-2	1	-0.2	4	3	0
18) COc1cc2ccccc2cc1C(=O)Nc1ccccc1N1CCCC1
→ 2	-7	1	0	-1	5.6	0	-3	15
28) COc1cccc(-c2nc(CS(=O)CC(=O)NCc3ccc4c(c3)OCO4)c(C)o2)c1 (stereo unspecified)
→ 0	-8	5	-4	1	-0.7	11	1	-12
29) COc1ccc(CNC(=O)OCc2nccnc2C(=O)Nc2ccc(Br)cn2)cc1
→ -6	2	-17	6	1	0.1	-8	-1	-8
35) COc1ccc(-n2nc(C(=O)NCC(=O)Nc3cccc(Cl)c3)c3ccccc3c2=O)cc1OC
→ 0	-6	19	-11	7	2.0	1	0	6
37) COc1cc(OC)cc(C(=O)NC2CCCCCCC2)c1
→ -5	-5	3	-5	12	3.4	-8	-1	21
38) COc1ccccc1C(=O)N1CCN(C(=O)c2oc3c(C)c(C)ccc3c2C)CC1
→ -4	4	5	-12	14	4.5	20	2	1
39) CCCN(CC(=O)Nc1ccccc1OC)C(=O)c1ccc(S(=O)(=O)NCc2ccco2)cc1
→ -1	5	-1	9	5	0.9	1	3	5
42) COc1cc(Cl)c(C)cc1NC(=O)COC(=O)c1cc[n+]([O-])cc1
→ 0	2	10	2	4	1.0	-9	0	12
43) COc1ccc(C(=O)Nc2nnc(C3=COCCO3)o2)cc1OC
→ -10	-3	6	-7	1	0.5	-12	-2	12
47) COc1ccccc1OCC(=O)NCc1n[nH]c(=O)c2ccccc12
→ -2	-1	-1	3	2	1.0	-5	-2	9
51) COc1cc(C(=O)N2CCC(c3nc(-c4cccnc4)no3)CC2)cc(OC)c1OC
→ -4	-1	-6	-2	1	0.3	-4	2	-2

Source: PubChem BioAssay
